Screening results: PubChem, NCI
All columns: NCI-60 one-dose screen, growth in % after 48 h at 10 µM unless noted; 100 = growth as untreated, 0 = no growth, -100 = all killed.
SNB-19: SNB-19 CNS cancer cells. actives 2.5% (n = 81,000)
U251: U251 CNS tumor cells; actives 5.4% (n = 80,000); AID 1794753
DU-145: DU-145 prostate cancer. actives 4.2% (n = 81,000). AID 1794760
PC-3: PC-3 prostate cancer cells; actives 3.9% (n = 80,000); AID 1794754
SF-268: SF-268 CNS cancer cells; AID 1794759; actives 3.1% (n = 82,000)
SF-295: SF-295 CNS cancer cells; actives 5.6% (n = 79,000)
SF-539: SF-539 CNS cancer. actives 6.8% (n = 81,000)
OVCAR-8: OVCAR-8 ovarian cancer; actives 4.4% (n = 81,000); AID 1794782
OVCAR-3: OVCAR-3 ovarian cancer; actives 7% (n = 79,000)
* = called active by the depositor; nt = no result given; & = joins results of further samples. The calls were made as follows: active = growth percent below 10; inactive = the rest. This is a random part of the collection. About 10% of those tested had a hit in this group.

SMILES	SNB-19	U251	DU-145	PC-3	SF-268	SF-295	SF-539	OVCAR-8	OVCAR-3
CCn1cc(C(=O)NN=C2CCCCC2)c(=O)c2ccc(C)nc21	93	96	111	89	95	95	100	97	91
Cc1cc(CSc2ssc(=S)c2-c2ccccc2)c(CSc2ssc(=S)c2-c2ccccc2)cc1C	96	103	115	95	106	nt	101	102	109
N#Cc1c(NC(=O)c2ccc(C(F)(F)F)cc2)sc2c1CCC(=O)C2	-42*	-66*	23	-9.6*	-38*	-95*	-89*	-32*	-93*
O=C(O)c1ccccc1	101&111&110	104&91&101	113&117&117	102&94&116	106&108&114	101&139&105	116&103	101&110&109	115&118&120
Cc1ccc([C@@H]2C[C@@H]3Cc4cc(Br)c5ccccc5c4N2O3)o1	95	94	111	85	121	97	92	98	115
COc1nc2c(c(=O)n1C)C1(C(=O)N(C)c3ccccc31)c1c(nc(OC)n(C)c1=O)N2	104	112	105	110	101	100	108	127	102
O=C(O)c1ccc(-c2nn(-c3ccc(C(F)(F)F)cc3)cc2CNc2ccc(F)cc2)cc1	96	88	98	90	105	90	80	88	105
COc1cc(C2CC(c3ccc(Nc4ccnc5cc(Cl)ccc45)cc3)=NN2C=O)cc(OC)c1OC (configuration not stated)	82	45	66	81	90	75	73	74	2.5*
CNC(=S)NC	104	97	107	88	100	109	104	97	119
Nc1cc(Cl)c(S(N)(=O)=O)cc1S(N)(=O)=O	113	100	121	106	113	111	88	115	137
CS(=O)(=O)c1ccc(-c2nn(-c3ccc(F)cc3)cc2/C=C/C(=O)c2ccc(O)cc2)cc1	97	106	112	105	106	106	98	103	117
Cc1c(C(=O)O)nnn1-c1ncc(Cc2ccccc2)s1	101	91	103	81	101	99	101	92	107
COC(=C(C#N)C#N)N1CCOCC1	107	97	108	92	106	103	98	109	117
Cc1ccc2c(OCC(=O)N/N=C/c3ccc(Br)cc3)cc(=O)[nH]c2c1	98	101	106	87	101	102	107	104	104
O=C(Nc1ccc(OCc2ccccn2)c(Cl)c1)c1ccncc1	101	93	99	91	96	92	102	103	101
COC(=O)/C=C1/CC[C@H]2[C@@H]3CCC4=CC(=O)CC[C@]4(C)[C@H]3C(=O)C[C@]12C	86	99	134	94	116	87	93	87	117
Nc1c(C(=O)Nc2ccccc2Cl)sc2nc3c(cc12)C(=O)CCC3	51	73	48	37	96	15	70	100	56
Cc1c(C(=O)Nc2nc3ccc(F)cc3s2)nnn1-c1ccccc1F	93	97	89	99	115	99	92	98	86
CN1C(=S)N(C)C2C1NC(=O)N2/N=C/C=C/c1ccccc1 (configuration not stated)	89	95	103	98	93	97	91	97	nt
O=C(O)/C=C/c1cc(O)c2c(c1)[C@@H](C(=O)O)[C@H](c1ccc(O)c(O)c1)O2	99	93	111	95	102	99	102	97	113
CCOC(=O)c1c(-c2ccccc2Cl)c(C#N)c(=O)n(-c2cccc(C(F)(F)F)c2)c1N	87	94	104	97	106	100	97	98	107
O=c1[nH][n+](-c2ncn[nH]2)no1	102	103	110	105	99	104	97	106	105
COc1cccc(OCC(O)CN2CCN(c3ccc(C)cc3)CC2)c1 (configuration not stated)	109	103	103	91	102	102	105	104	111
O=C(Nc1ccc(Br)cc1F)c1cc(I)ccc1O	13	3.1*	17	7.1*	13	0.9*	9.1*	9.7*	4.9*
C=CCCCCCCCCC(=O)OCCCC	120	107	111	100	109	nt	108	108	115
O=C1c2ccccc2C(=O)N1/N=C/c1ccc2c(c1)OCO2	93	100	116	74	103	129	101	100	108
Clc1ncnc2c1ncn2Cc1ccccc1	108	100	108	96	99	101	98	109	109
Cc1[nH]n(-c2ccccc2)c(=O)c1C1CCC(=O)N1 (configuration not stated)	103	96	109	85	97	97	96	99	111
O=[N+]([O-])c1ccc(Cl)c(S(=O)(=O)O)c1	106	111	109	108	105	112	98	104	106
Fc1ccc(/C=C/c2cc(/C=C/c3ccc(F)cc3)on2)cc1	104	99	111	103	104	102	105	97	108
C[N+](C)(Cc1ccccc1Cl)Cc1ccccc1Cl	nt	99	107	79	111	90	96	105	109
CC(C)CC(C)NCCOC(=O)c1ccccc1 (configuration not stated)	105&106	99&103	109&101	95&98	105&104	96	98&105	96&105	110&102
O=C(NCc1ccc(Cl)cc1)C1CN(c2ccc(Cl)cc2)N(c2ccc(Cl)cc2)C1=O (configuration not stated)	89	97	106	87	91	77	102	90	97
COc1cc(C(=O)c2c(N)c(C#N)cn2-c2ccc(Cl)cc2Cl)cc(OC)c1OC	96	101	109	96	106	98	100	101	nt
O=c1oc2ccccc2cc1-c1cn2nc(-c3coc4ccccc4c3=O)sc2n1	95	94	108	90	96	100	96	99	97
CCCNc1ncc2ncn(CCC)c2n1	114	102	122	92	107	120	104	110	116
COc1ccccc1Cn1cc(C#N)c(N)c1C(=O)c1ccc(Br)cc1	85	102	104	97	96	93	100	98	104
OC(CN1CCCCC1)c1ccccc1 (configuration not stated)	98	97	115	94	107	96	98	103	120
O=C(OC(c1ccccc1)c1ccccc1)c1ccccc1	97	96	118	81	113	91	107	99	116
c1ccc(Nc2nc(Nc3ccccc3)nc(Nc3ccccc3)n2)cc1	98	91	94	80	106	69	91	92	96
O=[N+]([O-])c1ccc(NC(=S)NNC(=S)Nc2ccc(Br)cc2)cc1	99	88	104	75	101	73	95	99	nt
O=C(c1ccccc1)c1c(/C=C/c2ccccc2)nc2ccccc2c1/C=C/c1ccc(Cl)cc1	88	91	109	83	99	98	107	94	100
O=C(c1ccccc1)c1cc(C(=O)NCc2cccc(Cl)c2)n(Cc2ccccc2)c1-c1ccccc1	93	79	99	45	94	90	97	84	100
CCCC(CNC(C)=O)(C1=CCCCC1)c1ccccc1 (configuration not stated)	97	nt	126	74	107	95	106	95	108
Cc1ccc(-c2nc(C#N)c(N(C)CCO)o2)cc1	101	99	104	98	98	96	98	101	111
Cc1ccc(/C=C/C(=O)c2ccc3c(c2)OCO3)s1	98	80	110	97	97	97	99	98	114
COc1ccc(-c2ccn(CCC(=O)N3CC(C)OC(C)C3)n2)cc1OC1CCCC1 (configuration not stated)	90	101	105	98	98	91	94	95	113
COc1ccc(-c2nc3c(c(C)nc4c3nnn4-c3ccc(OC)cc3)c(=O)o2)cc1	103	96	111	93	101	101	92	98	111
ClC(Cl)c1nc(-c2ccccc2)nc2cc(-c3ccccc3)nn12	56	15	32	35	57	98	79	81	-9.5*
CCCNC(=NC)c1ccc(NC(=O)c2ccc(C(=O)Nc3ccc(C(=NC)NCCC)cc3)cc2)cc1	nt	107	107	100	97	113	107	110	138
C=CCc1ccc(OC(C)=O)c(OC)c1	101	98	104	97	97	100	96	100	105
COc1cc2c(Nc3ccc(S(N)(=O)=O)cc3)ncnc2c(OC)c1OC	93	97	107	85	90	105	99	106	90
CC(=O)c1ccc2[nH]c3ccccc3c2c1	100	104	107	nt	107	112	111	92	105
COc1ccc(S(=O)(=O)N2CCN(c3oc(-c4ccc(C)cc4)nc3C#N)CC2)cc1	90	107	98	95	91	95	94	94	nt
O=C1c2cccc(NCCN=Cc3ccccc3O)c2C(=O)c2c(NCCN=Cc3ccccc3O)cccc21	14	7.4*	16	10	7.1*	50	22	17	11
O=C(O)/C=C(\CCC1CCCCC1)C(=O)O	115	105	110	101	106	110	106	112	114
NS(=O)(=O)c1ccc(N=Nc2ccc(=O)[nH]c2O)cc1	99	105	123	nt	108	109	96	99	109
CC(=O)n1nc(-c2ccc(Br)cc2)cc1-c1ccccn1	105	93	121	92	114	93	101	102	122
O=C1/C(=C/c2ccc(-c3ccc(Br)cc3)o2)SC(=S)N1CCCN1CCOCC1	99	102	113	102	99	107	100	102	108
COc1cc(CNC(=O)CCCC/C=C/C(C)C)ccc1OCc1cn(-c2ccc(C)c(C)c2)nn1	87	92	95	87	93	95	96	91	92
New compounds follow.
SMILES	SNB-19	U251	DU-145	PC-3	SF-268	SF-295	SF-539	OVCAR-8	OVCAR-3
O=S(=O)(Oc1ccc(-c2cnc3ccccc3n2)cc1)c1ccc2ccccc2c1	100	104	104	87	104	103	120	111	108
O=C(NNS(=O)(=O)c1ccccc1)c1cc2c([nH]c3ccccc32)c(-c2cccc(O)c2)n1	72	68	78	54	78	58	68	75	86
Oc1ccccc1C=Nc1ccccc1	95	102	109	110	100	102	96	89	107
C[C@]12C[C@H]1CC[C@]1(C)[C@@H]2CC[C@@]23C[C@H](CC[C@H]21)[C@@](O)(CO)C3	95	103	104	89	103	113	93	102	111
O=C(OCc1ccc(Cl)cc1Cl)OCc1ccc(Cl)cc1Cl	101	95	111	103	114	99	102	100	116
CC(=O)CC(=O)c1cccs1	107	110	108	100	109	96	110	115	110
Cc1cc2c(cc1C)/C(=N/c1n[nH]c(=S)s1)C(=O)N2	102	98	109	94	100	103	101	98	106
Cc1ccc(/C=N/NC(=O)Cn2c(C(C)C)nc3ccccc32)o1	95	95	108	96	98	115	106	93	101
OCCNc1nccc(NCCCNc2ccnc3cc(Cl)ccc23)n1	100	100	124	87	98	89	94	100	108
CCn1c(Sc2nnc(Nc3ccccc3)s2)nc2c1c(=O)n(C)c(=O)n2C	95	103	113	100	103	92	96	103	110
Cc1ccccc1NC(=O)Oc1c(Cl)c(Cl)c(Cl)c(Cl)c1Cl	111	101	111	73	96	92	99	90	99
O=C(Cn1cnc2c(cc(-c3ccccc3)n2-c2ccccc2)c1=O)Nc1ccc(Cl)cc1	102	102	103	92	105	86	99	135	100
COc1ccc2c(c1)cn1c3ccc(O)cc3[nH]c(=O)c21	22	11	15	11	17	22	-4.6*	15	-22*
O=C(Nc1ccc(OCc2ccc(C(F)(F)F)cc2)cc1)c1ccc2nc(NC(=O)c3ccc(NCCc4ccccc4)c([N+](=O)[O-])c3)sc2c1	102	88	73	72	84	95	100	74	89
CC(C(=O)O)/C(=C\c1ccccc1)C(=O)O (configuration not stated)	110	99	105	89	100	109	98	111	105
COc1cc2nc(Cl)nc(Nc3cccc(C4=Nc5c(N)nc(N)nc5NC(c5ccc(Br)cc5)C4)c3)c2cc1OC (configuration not stated)	29	-46*	90	65	84	32	93	55	73
O=C1CCC(N2C(=O)c3cccc(NCCOCCOCCNC(=O)c4cc5c(o4)C(=O)c4ccccc4C5=O)c3C2=O)C(=O)N1 (configuration not stated)	-24*	-42*	-98*	6.5*	-12*	-94*	-95*	3.3*	-41*
N/C(=N\C(N)=N\c1nc2ccccc2s1)c1ccccc1Br	101	100	111	89	100	103	96	100	111
COc1ccc2c(c1)CCc1[nH]nc(-c3cc(OC)c(OC)c(OC)c3)c1-2	29	5.4*	7.1*	13	18	1.5*	0.4*	8.0*	1.0*
CN1C(=O)/C(=C/c2ccc(/C=C3\SC(=S)N(C)C3=O)cc2)SC1=S	98	103	106	96	101	101	95	99	105
O=C(CSc1oc(-c2ccccc2)nc1S(=O)(=O)c1ccc(Br)cc1)NC1CCCCC1	86	84	105	95	87	90	108	88	112
Cc1ccc(C(=O)NNC(=O)c2sc3ncc(-c4ccc(Br)cc4)n3c2C)cc1	104	96	118	98	105	102	101	105	119
NC(=S)N=Nc1ccc(O)cc1	106	101	113	107	95	94	94	96	118
O=c1[nH]c(O)c(/C=N/C(=S)Nc2ccc(S(=O)(=O)Nc3nccs3)cc2)c(=O)[nH]1	101	97	110	99	99	108	105	102	106
Cc1ncc(C(O)c2ccccc2)n1Cc1ccccc1 (configuration not stated)	96	98	108	96	101	95	101	110	111
COC(=O)CCC(=O)Nc1cccc(C(F)(F)F)c1	109	93	110	83	100	107	97	97	109
N#Cc1ncc(-c2ccc(C(F)(F)F)cc2)c(NCCCC(F)(F)C(F)(F)C(F)(F)C(F)(F)C(F)(F)C(F)(F)C(F)(F)C(F)(F)F)n1	104	101	112	94	108	89	nt	104	107
CCCCOC(=O)C(C)OC(C)=O (configuration not stated)	121	nt	110	102	106	nt	102	107	110
Cc1noc(C)c1S(=O)(=O)n1nc(Nc2ccc(Cl)cc2)nc1N	89	84	94	79	67	89	79	86	95
O=C(O)c1ccc(NC2(C(=O)O)CCCC2)cc1	101	99	112	93	97	146	96	107	105

Compounds listed so far containing an NH in an aromatic ring, in the order listed:
SMILES	SNB-19	U251	DU-145	PC-3	SF-268	SF-295	SF-539	OVCAR-8	OVCAR-3
Cc1ccc2c(OCC(=O)N/N=C/c3ccc(Br)cc3)cc(=O)[nH]c2c1	98	101	106	87	101	102	107	104	104
O=c1[nH][n+](-c2ncn[nH]2)no1	102	103	110	105	99	104	97	106	105
Cc1[nH]n(-c2ccccc2)c(=O)c1C1CCC(=O)N1 (configuration not stated)	103	96	109	85	97	97	96	99	111
CC(=O)c1ccc2[nH]c3ccccc3c2c1	100	104	107	nt	107	112	111	92	105
NS(=O)(=O)c1ccc(N=Nc2ccc(=O)[nH]c2O)cc1	99	105	123	nt	108	109	96	99	109
O=C(NNS(=O)(=O)c1ccccc1)c1cc2c([nH]c3ccccc32)c(-c2cccc(O)c2)n1	72	68	78	54	78	58	68	75	86
Cc1cc2c(cc1C)/C(=N/c1n[nH]c(=S)s1)C(=O)N2	102	98	109	94	100	103	101	98	106
COc1ccc2c(c1)cn1c3ccc(O)cc3[nH]c(=O)c21	22	11	15	11	17	22	-4.6*	15	-22*
COc1ccc2c(c1)CCc1[nH]nc(-c3cc(OC)c(OC)c(OC)c3)c1-2	29	5.4*	7.1*	13	18	1.5*	0.4*	8.0*	1.0*
O=c1[nH]c(O)c(/C=N/C(=S)Nc2ccc(S(=O)(=O)Nc3nccs3)cc2)c(=O)[nH]1	101	97	110	99	99	108	105	102	106
